IDE exosite FP = exo-site inhibitors of human IDE, primary screen, biochemical, fluorescence anisotropy, probe displacement. Insulin-degrading enzyme (Homo sapiens), P14735. purified IDE, FL-6b probe fluorescence polarization; active compounds read low. z-score at 20 µM. hit rate 6.3% among 17,000. AID 1259349, 2017;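 active = z-score of -3 or lower, meaning strong loss of probe binding signal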;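 note: His-tagged human IDE residues 42-1019 made in E. coli with 30 nM FL-6b probe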
Target sequence (P14735 42-1019 limits assumed): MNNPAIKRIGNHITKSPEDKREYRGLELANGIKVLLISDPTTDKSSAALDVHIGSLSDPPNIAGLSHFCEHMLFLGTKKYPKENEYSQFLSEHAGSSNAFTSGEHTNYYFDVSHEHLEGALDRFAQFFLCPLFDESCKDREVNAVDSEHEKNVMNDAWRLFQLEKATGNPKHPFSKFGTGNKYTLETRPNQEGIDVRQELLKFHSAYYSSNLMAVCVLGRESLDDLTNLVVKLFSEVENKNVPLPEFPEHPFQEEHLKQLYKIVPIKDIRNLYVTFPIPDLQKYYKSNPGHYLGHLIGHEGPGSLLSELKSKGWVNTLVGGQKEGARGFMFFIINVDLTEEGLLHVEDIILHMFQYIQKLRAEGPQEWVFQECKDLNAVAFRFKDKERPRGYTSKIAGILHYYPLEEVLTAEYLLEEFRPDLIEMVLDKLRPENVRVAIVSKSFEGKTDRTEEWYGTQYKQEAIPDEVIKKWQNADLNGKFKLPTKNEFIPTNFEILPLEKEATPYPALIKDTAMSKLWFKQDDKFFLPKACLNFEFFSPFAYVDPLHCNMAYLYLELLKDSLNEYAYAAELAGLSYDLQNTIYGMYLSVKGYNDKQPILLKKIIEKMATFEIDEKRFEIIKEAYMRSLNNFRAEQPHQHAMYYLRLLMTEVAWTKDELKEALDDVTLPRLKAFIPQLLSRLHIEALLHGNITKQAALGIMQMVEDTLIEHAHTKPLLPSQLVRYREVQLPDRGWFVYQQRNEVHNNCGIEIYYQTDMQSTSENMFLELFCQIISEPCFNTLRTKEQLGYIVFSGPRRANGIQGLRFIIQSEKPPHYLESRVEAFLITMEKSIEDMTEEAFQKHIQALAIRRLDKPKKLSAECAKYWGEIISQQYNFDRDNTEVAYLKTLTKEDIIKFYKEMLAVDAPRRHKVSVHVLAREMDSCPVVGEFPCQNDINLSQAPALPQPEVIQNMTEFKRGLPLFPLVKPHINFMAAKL
* hit, by the source's call; & = joins results of further samples; ! = not confirmed by another sample.

> CCNC(=O)[C@@H]1[C@@H](CO)[C@@H]2Cn3c(ccc(-c4cccc(F)c4)c3=O)[C@@H]2N1C(=O)Cc1cccnc1
  IDE exosite FP: 0.37

> CCC(=O)N1[C@H](CO)[C@H](c2ccccc2)[C@H]1CN(CC)C(=O)c1ccc(F)cc1
  IDE exosite FP: 2.2

> COCC#Cc1ccc([C@@H]2[C@H](CO)N3C(=O)CN(C(=O)c4ccncc4)C[C@@H]23)cc1
  IDE exosite FP: 0.99

> O=C(Nc1ccccc1)N1CCCCN2[C@H](CO)[C@@H](c3ccc(C#Cc4ccccn4)cc3)[C@H]2C1
  IDE exosite FP: 1.2

> O=C1CNC[C@H]2[C@H](c3ccc(-c4ccccc4F)cc3)[C@H](CO)N12
  IDE exosite FP: -2

> COc1ccc2c3c([nH]c2c1)[C@H](CO)N(S(C)(=O)=O)CC31CN(C(=O)c2ccccc2)C1
  IDE exosite FP: 1.3

> CCS(=O)(=O)N1CC2(CN(Cc3ccc4c(c3)OCO4)[C@H](CO)c3[nH]c4cc(OC)ccc4c32)C1
  IDE exosite FP: -0.042

> Fc1cccc(CN2C[C@@H]3N[C@H](C2)C3c2ccc(/C=C/c3ccccc3)cc2)c1 (some centres not stated)
  IDE exosite FP: 1.1&0.19

> CN(C)CC#Cc1ccc([C@@H]2[C@@H](CO)N3CCCCN(S(=O)(=O)c4ccccc4F)C[C@@H]23)cc1
  IDE exosite FP: 3.7

> CCS(=O)(=O)N1CC2(CN(Cc3ccc4c(c3)OCO4)[C@@H](CO)c3c2c2ccc(OC)cc2n3C)C1
  IDE exosite FP: -0.37

> N#C[C@H]1[C@H](c2ccc(-c3ccc(F)cc3)cc2)[C@H](CO)N1C(=O)Cc1ccccc1
  IDE exosite FP: 0.6

> CO[C@@H]1CN(C)C(=O)c2ccc(NC(=O)NC3CCCCC3)cc2OC[C@@H](C)N(CCc2ccccc2)C[C@H]1C
  IDE exosite FP: 0.87

> CS(=O)(=O)N1[C@H](C#N)[C@H](c2ccccc2-c2ccccc2F)[C@@H]1CO
  IDE exosite FP: -1.3

> CC(C)CC#Cc1ccc([C@@H]2[C@H](CO)N3C(=O)CN(C(=O)c4ccc5c(c4)OCO5)C[C@@H]23)cc1
  IDE exosite FP: 1.3

> O=C(C[C@H]1CC[C@@H](NC(=O)c2ccc3c(c2)OCO3)[C@@H](CO)O1)NCc1ccc(Oc2ccccc2)cc1
  IDE exosite FP: 0.45

> O=C(c1ccccn1)N1CC(=O)N2[C@@H](CO)[C@@H](c3ccc(C#CCc4ccccc4)cc3)[C@@H]2C1
  IDE exosite FP: -4.7*

> C[C@H]1CCCCO[C@@H](CN(C)C(=O)Nc2ccc3c(c2)OCO3)[C@@H](C)CN([C@@H](C)CO)C(=O)c2cc(NS(=O)(=O)c3ccc(F)cc3)ccc2O1
  IDE exosite FP: 1.6

> COc1ccc(-c2cn(CC[C@@H]3CC[C@H](NC(=O)c4cnccn4)[C@@H](CO)O3)nn2)cc1
  IDE exosite FP: -0.36

> CCC(=O)NC[C@H]1[C@H](c2ccc(-c3ccccc3)cc2)[C@@H](CO)N1C(=O)C1CC1
  IDE exosite FP: 1.8

> COc1ccc(NC(=O)N2C[C@H]3[C@@H](c4ccccc42)[C@@H](CO)N3Cc2ccccn2)cc1
  IDE exosite FP: 2.2

> CO[C@H]1CC[C@@H]2CCN(C)C(=O)[C@@H](C)N(C)C(=O)c3cccc(C#N)c3OC[C@@H]1O2
  IDE exosite FP: 1.1

> C[C@@H]1CN([C@H](C)CO)C(=O)CCCn2cc(nn2)CO[C@H]1CN(C)S(=O)(=O)c1cccc(C#N)c1
  IDE exosite FP: -1.1

> O=C(Nc1ccccc1)[C@H]1[C@H](CO)[C@H]2Cn3c(cccc3=O)[C@@H]1N2C(=O)c1ccc(F)cc1
  IDE exosite FP: 1.1

> O=C(c1ccccc1F)N1CC2(C1)[C@@H](c1ccccc1)[C@@H](CO)N2CC1CCOCC1
  IDE exosite FP: -1.2

> O=C(c1ccc(F)cc1)N1CC(=O)N2[C@H](CO)[C@H](c3ccc(-c4ccccc4F)cc3)[C@@H]2C1
  IDE exosite FP: 0.8

> CCS(=O)(=O)N1CC2(CN(C(=O)Cc3ccccn3)[C@@H](CO)c3[nH]c4cc(OC)ccc4c32)C1
  IDE exosite FP: -0.19

> Cc1ccc(S(=O)(=O)Nc2ccc3c(c2)C(=O)N(C)[C@H]2CC[C@@H](CC(=O)NCCc4ccncc4)O[C@H]2CO3)cc1
  IDE exosite FP: 0.06

> COCC(=O)NC[C@@H]1[C@@H](c2ccc(C3=CCCC3)cc2)[C@H](CO)N1C(=O)C1CC1
  IDE exosite FP: 3

> O=C(c1cnccn1)N1C[C@@H]2N[C@H](C1)C2c1ccc(/C=C/c2ccccc2)cc1 (some centres not stated)
  IDE exosite FP: -4.2*!

> O=C(Cc1cccnc1)N1CC(=O)N2[C@H](CO)[C@@H](c3ccc(/C=C/c4ccccc4)cc3)[C@H]2C1
  IDE exosite FP: -1.1

> C/C=C/c1cccc(-c2nc(C(=O)NCc3cccc(OC)c3)cc3c2[C@H](CCO)N([S@@](=O)C(C)(C)C)C3)c1
  IDE exosite FP: -0.16

> CCS(=O)(=O)N1CCCCN2[C@@H](CO)[C@@H](c3ccc(-c4ccc(C(=O)N(C)C)cc4)cc3)[C@@H]2C1
  IDE exosite FP: -1.2

> C/C=C/c1ccc([C@@H]2[C@@H](CO)N(C(=O)NCCC)[C@@H]2CNC(=O)C2CC2)cc1
  IDE exosite FP: 2.8

> CO[C@@H]1CN(C)C(=O)c2ccc(NS(C)(=O)=O)cc2OC[C@H](C)N(CC2CC2)C[C@@H]1C
  IDE exosite FP: 0.6

> COc1ccc(S(=O)(=O)Nc2ccc3c(c2)C(=O)N([C@@H](C)CO)C[C@H](C)[C@H](CN(C)Cc2ccc(C(F)(F)F)cc2)OCCCC[C@H](C)O3)cc1
  IDE exosite FP: 0.61

> CN(C[C@H]1N[C@@H](CO)[C@H]1c1ccc(-c2ccccc2)cc1)C(=O)C1CCC1
  IDE exosite FP: 1.7

> C[C@@H]1CN([C@@H](C)CO)C(=O)c2cc(NC(=O)Nc3cccc4ccccc34)ccc2O[C@@H](C)CCCCO[C@@H]1CN(C)Cc1ccc(C(F)(F)F)cc1
  IDE exosite FP: 0.99

> CCCNC(=O)N1C[C@H]2[C@@H](c3ccccc31)[C@H](CO)N2Cc1cccc(OC)c1
  IDE exosite FP: 2.4

> COc1ccc2c3c(n(C)c2c1)[C@@H](CO)N(Cc1nccs1)CC31CCN(CC2CCCC2)CC1
  IDE exosite FP: 1.4

> O=C(Nc1ccc(F)cc1)N1CC(=O)N2[C@H](CO)[C@H](c3ccc(C#Cc4cccnc4)cc3)[C@H]2C1
  IDE exosite FP: 0.58

> C/C=C/c1cnc2c(c1)C(=O)N([C@H](C)CO)C[C@H](C)[C@H](CN(C)CC1CCOCC1)O2
  IDE exosite FP: -0.64

> CN(C)CC(=O)N1C[C@@H]2[C@H](c3ccccc31)[C@H](CO)N2C(=O)c1ccccn1
  IDE exosite FP: 1.9

> COc1cccc(S(=O)(=O)N2C[C@@H]3N[C@H](C2)C3c2ccc(-c3ccc(C(=O)N(C)C)cc3)cc2)c1 (some centres not stated)
  IDE exosite FP: 4.6

> COc1cccc(S(=O)(=O)N[C@H]2CC[C@H](CC(=O)NC3Cc4ccccc4C3)O[C@@H]2CO)c1
  IDE exosite FP: -0.84

> C/C=C/c1ccc([C@@H]2[C@@H](CO)N(C(=O)CC)[C@H]2CNC(=O)c2ccncc2)cc1
  IDE exosite FP: 1.4

> O=C(Nc1cccc(Cl)c1)N[C@@H]1CC[C@H](CCn2cc(Cc3ccccc3)nn2)O[C@@H]1CO
  IDE exosite FP: -0.79

> COCC(=O)N1C[C@@H](C)[C@H](OC)CN(C)C(=O)c2ccc(NC(=O)Nc3cccc(F)c3)cc2OC[C@@H]1C
  IDE exosite FP: -0.36

> Cc1ccc(-c2ccc(C3[C@H]4CNC[C@@H]3N4Cc3ccc(F)cc3)cc2)cc1 (some centres not stated)
  IDE exosite FP: 0.34

> Cc1ccc(NC(=O)Nc2ccc3c(c2)C(=O)N(C)[C@H]2CC[C@H](CC(=O)NCC(F)(F)F)O[C@H]2CO3)cc1
  IDE exosite FP: -2.2

> CN(C)C(=O)c1ccc(-c2ccc([C@H]3[C@H](CO)N4C(=O)CN(C(=O)C5CC5)C[C@@H]34)cc2)cc1
  IDE exosite FP: -0.22

3 structures from above, sorted by number of heavy atoms, lowest first.
> CN(C[C@H]1N[C@@H](CO)[C@H]1c1ccc(-c2ccccc2)cc1)C(=O)C1CCC1
  IDE exosite FP: 1.7

> CN(C)C(=O)c1ccc(-c2ccc([C@H]3[C@H](CO)N4C(=O)CN(C(=O)C5CC5)C[C@@H]34)cc2)cc1
  IDE exosite FP: -0.22

> CCS(=O)(=O)N1CC2(CN(C(=O)Cc3ccccn3)[C@@H](CO)c3[nH]c4cc(OC)ccc4c32)C1
  IDE exosite FP: -0.19

Of the compounds above, these contain a CF3 group:
> COc1ccc(S(=O)(=O)Nc2ccc3c(c2)C(=O)N([C@@H](C)CO)C[C@H](C)[C@H](CN(C)Cc2ccc(C(F)(F)F)cc2)OCCCC[C@H](C)O3)cc1
  IDE exosite FP: 0.61

> C[C@@H]1CN([C@@H](C)CO)C(=O)c2cc(NC(=O)Nc3cccc4ccccc34)ccc2O[C@@H](C)CCCCO[C@@H]1CN(C)Cc1ccc(C(F)(F)F)cc1
  IDE exosite FP: 0.99

> Cc1ccc(NC(=O)Nc2ccc3c(c2)C(=O)N(C)[C@H]2CC[C@H](CC(=O)NCC(F)(F)F)O[C@H]2CO3)cc1
  IDE exosite FP: -2.2

(more compounds)
> COc1ccc2c3c([nH]c2c1)[C@@H](CO)N(C(=O)c1cccc(F)c1)CC31CN(C(=O)CC2CC2)C1
  IDE exosite FP: -0.27

> O=C(C1CCOCC1)N1CC2(C1)[C@H](c1ccccc1)[C@@H](CO)N2Cc1ccccc1F
  IDE exosite FP: 1.3

> CO[C@H]1CN(C)C(=O)c2cc(NC(=O)c3nc4ccccc4s3)ccc2OC[C@@H](C)NC[C@H]1C
  IDE exosite FP: -0.52

> COc1ccc2c3c([nH]c2c1)[C@H](CO)N(Cc1ccc2c(c1)OCO2)CC31CCN(C(=O)Nc2c(C)noc2C)CC1
  IDE exosite FP: -0.22

> O=C(NC[C@@H]1[C@H](c2ccccc2)[C@H](CO)N1Cc1ccccn1)C1CCCC1
  IDE exosite FP: 0.45

> O=C(c1ccc(F)cc1)N1CC(=O)N2[C@H](C1)[C@H](c1ccc(C#Cc3ccc(F)cc3)cc1)[C@@H]2CO
  IDE exosite FP: -0.73

> O=C(C[C@@H]1CC[C@H](NS(=O)(=O)c2ccc(F)cc2)[C@H](CO)O1)N1CCN(c2ccccc2)CC1
  IDE exosite FP: 4.2

> OC[C@H]1[C@@H](c2ccc(C#CC3(O)CCCC3)cc2)[C@@H]2CN(Cc3ccccc3F)CCCCN12
  IDE exosite FP: 3.6

> COc1ccc(-c2ccc([C@@H]3[C@@H](C#N)N(C(=O)NC(C)C)[C@H]3CO)cc2)cc1
  IDE exosite FP: 0.76

> CCCN1[C@H](CO)[C@H](c2ccc(C3=CCCC3)cc2)[C@H]1CN(C(C)=O)C1CCCC1
  IDE exosite FP: 0.72

> N#C[C@H]1[C@H](c2ccccc2)[C@H](CO)N1S(=O)(=O)c1ccc(F)cc1
  IDE exosite FP: 2.4

> C[C@@H](O)C#Cc1ccc([C@H]2[C@H]3CN(C(=O)Nc4ccccc4)CCCCN3[C@H]2CO)cc1
  IDE exosite FP: 4.9

> COCC(=O)Nc1ccc2c(c1)C(=O)N(C)C[C@H](OC)[C@H](C)CN(CCc1ccccc1)[C@@H](C)CO2
  IDE exosite FP: 0.96

> Cc1cccc(-c2ccc([C@@H]3[C@H]4CN(C(=O)c5cccnc5)CC(=O)N4[C@H]3CO)cc2)c1
  IDE exosite FP: -18*

> C/C=C/c1ccc([C@H]2[C@@H](CO)N(C(=O)c3cccnc3)[C@H]2C#N)cc1
  IDE exosite FP: 3

> C[C@@H]1CN([C@@H](C)CO)C(=O)c2c(c3ccccc3n2C)-c2ccccc2CO[C@H]1CN(C)C(=O)[C@@H](Cc1ccccc1)N(C)C
  IDE exosite FP: -1.4

> Cc1ccc(S(=O)(=O)N(C)C[C@@H]2OCCCC[C@@H](C)Oc3ccc(NC(=O)c4ccncc4)cc3C(=O)N([C@@H](C)CO)C[C@@H]2C)cc1
  IDE exosite FP: 0.88

> C[C@H]1CC=CC[C@H](c2ccccc2)NC(=O)[C@H](C)N(C)C(=O)c2ccccc2O1 (mixture of isomers)
  IDE exosite FP: 1.5

> COc1ccc2c3c(n(C)c2c1)[C@H](CO)N(C(=O)C1CC1)CC31CCN(C(=O)CN(C)C)CC1
  IDE exosite FP: -1.2

> CO[C@@H]1CC[C@H]2CCOc3c(C#N)cccc3C(=O)N(C)C[C@@H](OC)[C@H](C)C(=O)N(C)C[C@@H]1O2
  IDE exosite FP: -0.79

> CN(C)CC#Cc1ccc([C@@H]2[C@@H](CO)N3CCCCN(CC4CC4)C[C@@H]23)cc1
  IDE exosite FP: 0.01

> O=C(Nc1ccc(F)cc1)N1CC(=O)N2[C@H](CO)[C@H](c3ccc(C#Cc4ccc(F)cc4)cc3)[C@H]2C1
  IDE exosite FP: -0.46

IDE exosite FP, what is marked active above
> O=C(c1ccccn1)N1CC(=O)N2[C@@H](CO)[C@@H](c3ccc(C#CCc4ccccc4)cc3)[C@@H]2C1
  IDE exosite FP: -4.7*

> O=C(c1cnccn1)N1C[C@@H]2N[C@H](C1)C2c1ccc(/C=C/c2ccccc2)cc1 (some centres not stated)
  IDE exosite FP: -4.2*!

> Cc1cccc(-c2ccc([C@@H]3[C@H]4CN(C(=O)c5cccnc5)CC(=O)N4[C@H]3CO)cc2)c1
  IDE exosite FP: -18*

Compound activity: PubChem BioAssay, Broad Institute

This is a subset; the hit share may differ from the screen's.
